NPYLR7 ag = mosquito NPYLR7 agonism; HEK293T NPYLR7/Galpha15, GCaMP6s calcium fluorescence; activation, % at 10 µM; actives 0.15% (n = 270,000); AID 1259423; in the data active means activation above about 40%;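 further: 0% = vehicle and 100% = reference agonist at the receptor; some compounds past the cut are filed as inactive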
mcGAS inh = mouse cGAS inhibition by luminescence; Q8C6L5; recombinant cGAS, Kinase-Glo ATP depletion luminescence; inhibition, % at 12.5 µM; actives 0.15% (n = 160,000);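 further: 0% = negative control wells and 100% = reference inhibitor with no enzyme activity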
hcGAS lum = blocks human cGAS activity; Q8N884; recombinant h-cGAS, ATP depletion, Kinase-Glo luminescence; inhibition, % at 12.5 µM; actives 0.081% (n = 290,000); AID 1259398;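 further: 0% = vehicle reaction and 100% = reaction without DNA for no activity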
Target sequence (Q8N884 whole entry, looked up): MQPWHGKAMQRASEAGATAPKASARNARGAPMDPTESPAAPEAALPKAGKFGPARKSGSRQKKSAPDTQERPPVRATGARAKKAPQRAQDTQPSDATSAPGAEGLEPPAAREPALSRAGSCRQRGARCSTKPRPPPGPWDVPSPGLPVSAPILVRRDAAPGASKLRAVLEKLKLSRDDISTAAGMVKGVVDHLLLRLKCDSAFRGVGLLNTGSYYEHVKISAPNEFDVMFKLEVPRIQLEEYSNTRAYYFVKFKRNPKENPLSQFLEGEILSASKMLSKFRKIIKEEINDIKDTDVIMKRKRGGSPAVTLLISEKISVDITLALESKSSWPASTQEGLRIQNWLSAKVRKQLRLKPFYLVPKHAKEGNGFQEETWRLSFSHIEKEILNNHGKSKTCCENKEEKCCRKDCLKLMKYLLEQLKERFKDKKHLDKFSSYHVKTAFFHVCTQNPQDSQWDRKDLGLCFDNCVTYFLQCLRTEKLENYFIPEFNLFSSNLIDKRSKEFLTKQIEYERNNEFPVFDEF
The depositor's hits bear a star; / = not tested or not shown; & = joins results of further samples. Unless noted, no stated cut-off is given here; in the data, active means inhibition above about 40%; inactive means the rest.

Order of values: NPYLR7 ag	mcGAS inh	hcGAS lum
CCC(C)CN(CC(=O)N1CCc2sccc2C1COc1ccc(C)cc1C)C(=O)c1cccc(F)c1 (stereo unspecified)
 : -2.9	-4.8	-5.7
O=C(c1scc2c1OCCO2)N1CCCn2cncc2C1
 : 1.6	-7.8	-4.7
Cc1ccc(-n2nnc3c(=O)n(CC(=O)N4CCc5ccccc54)cnc32)cc1C
 : -4.4	-1.8	-0.3
CC(=O)Nc1ncc(C(=O)N2CCCC(N(C)CCc3ccccc3)C2)s1 (stereo unspecified)
 : -1.0	0.4	-3.7
CCOC(=O)N1CCN(C2CCCN(C(=O)C3=CCCCC3)C2)CC1 (stereo unspecified)
 : 15.8&1.3	/	-4.3&-7.3
O=C(CCc1ccsc1)Nc1cc2c(cc1Cl)OCCCO2
 : 8.6	-6.3	-10.5
CCCCOC(=O)C1=C(C)N(C)C(=O)NC1c1ccc(C(=O)OC)cc1 (stereo unspecified)
 : 3.7	/	-3.2
CCOC(=O)c1c(N)sc(C(=O)Nc2cccc(C(F)(F)F)c2)c1C
 : -6.8	/	-9.4
Cc1nn(-c2ccc(N3CCN(C(=O)c4ccc5ccccc5c4)CC3)nn2)c(C)c1C
 : -6.1	-9.2	-2.5
COc1ccc(Nc2ccccc2C(=O)N2CC[C@@H](O)C2)cc1
 : -19.5	/	-6.2
COc1cccc(COC2CN(CCc3ccccc3)C(=O)CN(C(=O)c3cc(C)[nH]n3)C2)c1 (stereo unspecified)
 : -5.0	-12.1	-1.8
O=C(c1ccco1)N(Cc1cccc(C(F)(F)F)c1)CC1CC(c2ccc(Cl)o2)=NO1 (stereo unspecified)
 : -4.2	-3.9	-2.4
Brc1cc2c(cc1CSc1n[nH]c(-c3ccccc3)n1)OCO2
 : 1.0	-4.9	-10.2
CC(=O)Nc1ncc(Cc2ccc(Cl)cc2)s1
 : -20.9	0.3	4.0
Cc1ccccc1COc1cn(CC(=O)N2CCOCC2)c(C)cc1=O
 : -0.2	-7.3	-10.3
Cc1ccc2c(C)c(C(=O)N3CCC(n4nccc4NC(=O)C(C)(C)C)CC3)oc2c1
 : 0.5	/	-2.9
Fc1ccccc1N1CCN(c2nc(-c3ccco3)nc3cc(Cl)ccc23)CC1
 : -3.0	-2.1	0.5
COC1CCN(S(=O)(=O)N2C[C@H](C(C)C)[C@@H](N(C)C)C2)CC1
 : /	-4.6	-9.4
CC(=O)NCC1CCN(Cc2cc(-c3ccccc3)no2)C1 (stereo unspecified)
 : 2.9	-14.7	-4.4
O=S(=O)(NCCc1csc2nc(-c3ccccc3)nn12)c1ccc(Br)cc1
 : -16.0	-0.4	2.1

Overlap with the part before: 6 entries; new compounds follow.
Order of values: NPYLR7 ag	mcGAS inh	hcGAS lum
Cc1ccccc1COc1cn(CC(=O)N2CCOCC2)c(C)cc1=O
 : -0.2	-7.3	-10.3
Cc1ccc2c(C)c(C(=O)N3CCC(n4nccc4NC(=O)C(C)(C)C)CC3)oc2c1
 : 0.5	/	-2.9
Fc1ccccc1N1CCN(c2nc(-c3ccco3)nc3cc(Cl)ccc23)CC1
 : -3.0	-2.1	0.5
COC1CCN(S(=O)(=O)N2C[C@H](C(C)C)[C@@H](N(C)C)C2)CC1
 : /	-4.6	-9.4
CC(=O)NCC1CCN(Cc2cc(-c3ccccc3)no2)C1 (stereo unspecified)
 : 2.9	-14.7	-4.4
O=S(=O)(NCCc1csc2nc(-c3ccccc3)nn12)c1ccc(Br)cc1
 : -16.0	-0.4	2.1
COc1ccc(-c2nn(-c3ccccc3F)cc2CNCCc2nc3ccccc3[nH]2)cc1
 : 9.7	-15.0	-5.6
NCCc1nc(NCCN2CCCCCC2)c2ccccc2n1
 : -4.3	/	-2.7
CC(C)(C)c1ccc(C2CC2C(=O)N/N=C/C=C/c2ccccc2[N+](=O)[O-])cc1 (stereo unspecified)
 : 8.9	/	-0.4
CCCc1cncnc1NC1CC(=O)N(CCc2ccc(F)cc2)C1 (stereo unspecified)
 : 1.7	/	-0.4
CN1C(=O)COCc2cc(-c3cnc4ccccc4c3)ccc21
 : 5.0	/	-5.5
C=CC1CN(Cc2ccc3c(c2)OCO3)C(=O)c2cccnc2O1 (stereo unspecified)
 : -2.8	-1.5	-3.8
CCOC(=O)CCCC(=O)Nc1sc(C(C)C)cc1C(=O)OCC
 : 0.6	-5.3	-2.3
Cc1ccc(CCC(=O)N2CCC3(CCCNC3)C2)cc1C (stereo unspecified)
 : 1.4	-14.4	-5.4
COc1ccccc1OCCSc1nc2ccccc2n1CC(=O)N1CCOCC1
 : -2.4	/	-6.9
O=C(NC1C2CCC(C2)C1CO)C1CC2CCC1C2 (stereo unspecified)
 : 0.7	/	-3.3

Reprinted at random: three compounds from above, in no set order.
Order of values: NPYLR7 ag	mcGAS inh	hcGAS lum
O=S(=O)(NCCc1csc2nc(-c3ccccc3)nn12)c1ccc(Br)cc1
 : -16.0	-0.4	2.1
C=CC1CN(Cc2ccc3c(c2)OCO3)C(=O)c2cccnc2O1 (stereo unspecified)
 : -2.8	-1.5	-3.8
CC(=O)Nc1ncc(C(=O)N2CCCC(N(C)CCc3ccccc3)C2)s1 (stereo unspecified)
 : -1.0	0.4	-3.7

(continued)
Order of values: NPYLR7 ag	mcGAS inh	hcGAS lum
C[N+]1(C)C[C@H](O)[C@H](C(=O)O)C1
 : -7.0	-3.5	-0.5
COc1ccc2nc(-c3ccc(C)c(NC(=O)c4ccccc4C(F)(F)F)c3)cn2n1
 : -8.9	-9.3	-10.1
COc1ccccc1C(=O)N1CCN(c2ccc(Oc3ccccc3)cc2)C(=O)C1C (stereo unspecified)
 : 3.5	-3.8	-2.2
Cc1[nH]n(-c2nc(-c3ccc(Br)cc3)cs2)c(=O)c1N=Nc1cc(Cl)ccc1Cl
 : -1.1	-3.5	-3.5
Cc1cc2c(cc1C)NC(c1coc3ccccc3c1=O)C1C(=O)CC(C)(C)CC1=N2 (stereo unspecified)
 : 0.1	-5.8	-2.6
C=CCN(Cc1cccc(OC)c1)C(=O)c1cccc(-c2noc(C)n2)c1
 : -9.8	-1.2	-0.9
COc1ccc(-c2nn(CN(CC(C)C)C3CCS(=O)(=O)C3)c(=S)n2C)cc1 (stereo unspecified)
 : 4.6	/	-5.8
N=C1Sc2ccccc2C2=NCCCN12
 : 3.6	6.3	-3.0
COc1cc(CN(C)CC(=O)NCc2cccc(Cl)c2)ccc1O
 : -6.6	/	-5.9
O=C(c1ccccc1)c1ccc2c(c1)N=C1CCCC(=O)C1C(c1ccccc1)N2 (stereo unspecified)
 : 2.4	-6.6	-7.1
O=C(Nc1cccc(C(F)(F)F)c1)C1CC=CCC1C(=O)N1CCc2ccccc2C1 (stereo unspecified)
 : 16.1	-1.7	3.0
CNCC(=O)NC(c1cccs1)C1CCCCC1 (stereo unspecified)
 : 6.0	2.8	-4.7
CC(C)(CCS(C)(=O)=O)CNC(=O)N1CC2C(C1)C2(C)C (stereo unspecified)
 : 2.7	/	-16.2
COc1ccc(-c2nc(O)c3c4ccccc4c(=O)[nH]n23)cc1
 : -4.5	/	-7.7
COc1ccccc1-c1cc(C(=O)NCC2(N(C)C)CCSC2)[nH]n1 (stereo unspecified)
 : -2.2	/	-9.4
Oc1oc(-c2ccc(Br)cc2)nc1C=Nc1ccccc1
 : 0.3	-2.8	-0.4
COCC1(C(=O)N2CCn3cccc3C2c2ccccn2)CCC1 (stereo unspecified)
 : 10.5	/	-4.9
CCOC(=NCCCOC)NC(=O)c1ccc2c(c1)OCO2
 : -4.2	-3.6	-2.7
CN(Cn1nc(N2CCOCC2)n(C2CC2)c1=S)C1CCCc2ccccc21 (stereo unspecified)
 : 5.3	/	-10.3
O=C(NC1CC1)c1csc(COc2ccc(Cl)cc2)n1
 : 1.7&42.8	-7.7	3.9&-6.1
Cc1ccc(F)cc1NS(=O)(=O)c1cc(Cl)sc1Cl
 : 7.5	/	-13.5
CCCCOc1cc(C=C(C#N)C#N)ccc1OC
 : 0.1	6.0	-2.1
O=C(Nc1ccccc1Oc1cccnc1)C1CCCN(CC2CCCCC2)C1 (stereo unspecified)
 : 4.7	/	-2.7
C=CCN(CC(=O)N1CCc2sccc2C1COc1ccc(Cl)cc1)C(=O)c1cccc(F)c1 (stereo unspecified)
 : -5.9	0.4	1.9
Cc1cccc2[nH]nc(-c3ccc(O)cc3)c12
 : -1.6	/	-4.3
CC(=O)c1ccccc1-c1ccc2nc[nH]c2c1
 : 8.4	/	-5.5
CCCCCN(CC(=O)N1CCc2sccc2C1c1ccc(Cl)cc1Cl)S(=O)(=O)c1cccc2cccnc12 (stereo unspecified)
 : 6.1	-1.6	2.1
O=C(CCN(CCc1ccccc1)c1nc(-c2ccc(F)cc2)nc2ccccc12)N1CCCC1
 : /	-4.9	-7.7
Cc1csc(=NC(=O)c2ccco2)n1Cc1ccc(C(=O)O)cc1
 : 23.9	/	-5.2
COc1nc2c(cc1C(=O)NCCC1CN(C)CCO1)CCC2 (stereo unspecified)
 : -0.9	/	6.3
COc1cccc(Cn2cccc2CN(Cc2ccccc2)C(=O)CN(CC(C)C)S(=O)(=O)c2ccc(Cl)cc2)c1
 : -1.2	-3.4	-6.5
Cc1ccc(-c2nc(C=Nc3ccc(Cl)cc3Cl)c(O)o2)cc1
 : 0.0	-6.4	-5.7
COCCN1CCOc2c(O)cc(-c3csc4ccccc34)cc2C1
 : -5.5	/	-7.1
CC1(C(=O)Nc2ccc3c(c2)OCCO3)CCN1C(=O)Cc1cc(F)ccc1F (stereo unspecified)
 : -3.2	-0.7	2.5
CN(Cc1nc(Cc2ccccc2F)no1)Cc1cc2ccccc2s1
 : 7.4	-8.4	2.9
CC(C)c1cnc(SC2CCN(C3CC3)C2=O)n1C(C)C (stereo unspecified)
 : 5.1	/	-5.9
Clc1ccc(-c2nnn3c2nc(NCc2ccco2)c2ccccc23)cc1
 : -0.9	-8.3	-7.8
O=C(c1ccccc1)C1CCCN(C(=O)CCn2nnnc2CN2CCOCC2)C1 (stereo unspecified)
 : 9.8	/	-2.9
Cc1nc2cc(C(F)(F)F)ccc2n1C1CCN(C(=O)/C=C/c2ccccc2F)CC1
 : -7.3	-6.7	-4.9
COC(=O)c1cccc(NC(=O)Cn2nc3c(N4CCC(C)CC4)nccn3c2=O)c1
 : 1.9	-4.8	-4.7
Cc1ncccc1Oc1ncnc(N2CC[C@@H](N3CCOCC3)[C@H](O)C2)c1C
 : 5.2	-11.3	-5.4
O=c1nc(SCc2ccc(C(F)(F)F)cc2)c2c([nH]1)CCC2
 : -0.8	-7.9	-4.8
Cc1ccc(C)c(CN2C(=O)C3(c4ccccc42)N(c2ccc(C)c(F)c2)C(=O)CS3(=O)=O)c1 (stereo unspecified)
 : 0.5	-7.0	-5.2
CCCCN(C)C(=O)c1sc(=O)n(CC(=O)c2ccccc2OC)c1C
 : 8.6	/	-7.3
C=C(C)Cn1cc(Oc2ccccc2)c(=O)c(C(=O)OCC)c1
 : 7.0	/	-9.2
O=C(NCc1ccc(F)cc1)c1coc(CN(Cc2ccc3c(c2)OCO3)Cc2cccc(Cl)c2Cl)n1
 : 17.2	-5.5	-2.5
Cc1ccc(NC(=O)N2CCN(C(c3ccccc3)c3ccc(F)cc3)CC2)cc1F (stereo unspecified)
 : 29.0	-8.8	-12.0
CC(C)Cc1nc2cc(NS(=O)(=O)N(C)C)cc(C(=O)N3CCc4ccccc4C3)c2n1C
 : 6.6	-22.1	-2.5
COc1cc2nc(C)sc2cc1OC
 : -1.8	-4.5	-4.6
COc1ccc(NC(=O)CCC2CCN(C(=O)CSC)CC2)c(OC)c1
 : 17.6	/	-4.4

(list continues)
Order of values: NPYLR7 ag	mcGAS inh	hcGAS lum
O=[N+]([O-])c1cc(S(=O)(=O)N2CCCCCC2)ccc1NCCCN1CCCC1
 : 5.6	/	-11.4
CCN(CC)C(C(=O)NC(C)C(=O)N1CCOCC1)c1cccc(C(F)(F)F)c1 (stereo unspecified)
 : 0.3	/	-7.4
CCCC(O)(CCC)c1ccc(CN(CCN2CCOCC2)Cc2ccc(F)cc2)o1
 : -10.0	-3.1	-3.4
CCCCCc1ccc(C(=O)Nc2cccc(C3SCC(=O)N3c3ccc(F)cc3)c2)cc1 (stereo unspecified)
 : 5.2	-5.4	-4.3
Cc1nc2cc3c(cc2n1CC1(O)CCCCC1)OCCO3
 : 2.7	/	-4.8
CCCN(Cc1nc(C(=O)OC)cs1)C(=O)c1ccc(Cl)c(Cl)c1
 : 3.0	-3.0	-4.0
O=C1OC(c2ccccc2Br)=N/C1=C\c1coc2ccccc2c1=O
 : 0.4	-3.8	-2.2
CN1C[C@H](NC(=O)c2cccc(Oc3ncccn3)c2)C[C@H]1CO
 : 1.8	/	-0.5
CN(C)c1nc2sc(C(=O)NCc3ccccc3O)cc2s1
 : 13.3	/	-5.2
COc1ccc(C(=O)Nc2ccc(NC(=O)c3cccc(C)c3)cc2)cc1[N+](=O)[O-]
 : -0.3	-6.4	-3.5
CCc1cc(N2CCC(C(=O)N(C)C(C)C)CC2)nc(-c2ccccn2)n1
 : 1.6	-14.7	-7.3
CCOC(=O)C(=O)N1N=C(C(F)(F)F)CC1(O)C(C)(C)C (stereo unspecified)
 : 5.1	-0.1	-0.2
CNC(=O)[C@@H]1CN(Cc2c(C)noc2C)C[C@H]1COC
 : /	-5.0	-4.0
O=S(=O)(NC1CCSc2ccccc21)c1ccccc1 (stereo unspecified)
 : 7.5	-6.2	-3.4
COc1ccc(-c2csc(N(c3ccc(OC)cc3)C(C)C(=O)N3CCOCC3)n2)cc1 (stereo unspecified)
 : 2.6	/	-17.4
ON=Cc1cccc(OCc2ccccc2)c1
 : -2.9	-4.3	-4.6
